From PubChem
mcGAS MS inh: mouse cGAS inhibition by mass spec; Q8C6L5; recombinant mouse cGAS, cGAMP by RapidFire MS; inhibition, % at 12.5 µM; 130,000 compounds, 0.18% hits; AID 1259397;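 active = inhibition of cGAS enzyme activity at or above 60%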;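 also: enzyme stimulated by 45 bp dsDNA with ATP and GTP substrates; cGAMP share of summed cGAMP plus half ATP and half GTP signals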
Target sequence (Q8C6L5 whole entry, looked up): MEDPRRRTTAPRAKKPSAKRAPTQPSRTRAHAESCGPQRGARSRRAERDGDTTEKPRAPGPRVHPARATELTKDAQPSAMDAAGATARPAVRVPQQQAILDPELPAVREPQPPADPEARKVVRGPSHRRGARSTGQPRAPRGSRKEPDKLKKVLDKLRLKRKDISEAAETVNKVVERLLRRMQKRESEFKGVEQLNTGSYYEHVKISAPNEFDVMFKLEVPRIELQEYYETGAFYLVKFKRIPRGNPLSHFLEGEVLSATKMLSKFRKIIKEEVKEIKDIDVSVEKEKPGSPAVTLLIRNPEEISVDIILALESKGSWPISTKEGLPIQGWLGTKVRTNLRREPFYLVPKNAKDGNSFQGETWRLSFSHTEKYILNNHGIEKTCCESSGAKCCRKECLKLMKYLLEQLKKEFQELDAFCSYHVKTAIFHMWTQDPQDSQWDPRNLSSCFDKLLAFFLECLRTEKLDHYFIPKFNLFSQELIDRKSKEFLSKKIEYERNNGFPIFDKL
Numbers without * were called inactive; & = joins results of further samples. The list is partial. The share of hits here may be higher or lower than overall.

SMILES | mcGAS MS inh
CNC(=O)NC(=O)COC(=O)c1cc2c(s1)CCC2 | -5
Cc1cn2c3c(=O)n(Cc4ccc(Cl)cc4)c(=O)n(C)c3nc2n1C(C)C | -7
CC(C)(C)n1ncc2c(=O)n(NC(=O)COc3ccccc3)cnc21 | -7
OC[C@@H](Cc1ccccc1)n1cnnc1 | -12&8
CCCCCC1C(CC(=O)OC)CCC1NCCN(C)C (stereo unspecified) | -2
COCC1CCN(c2ccc(C(=O)N3CCC(N4CCOCC4)CC3)cn2)C1 (stereo unspecified) | -10
CCNC(=S)N(C)c1ccc(O)cc1 | 1
CC(C1CC1)N(Cc1ccccc1)C(=O)C1CCCN(C(=O)c2cccs2)C1 (stereo unspecified) | -5
Cc1occc1C(=O)Nc1ccc(F)c(N2CCCS2(=O)=O)c1 | -5
O=S(=O)(NNc1c(F)c(F)c(F)c(F)c1F)c1ccc(Cl)c(Cl)c1 | 27
COCc1ccc(C(=O)NC(CC(N)=O)C2CCCCC2)cc1 (stereo unspecified) | -8
COc1cccc(NC(=O)C(C)N2CCC(C)CC2)c1 (stereo unspecified) | -16
Nc1[nH]c(N=Nc2nc3c(s2)CCCC3)c2ccccc12 | 6
Cc1sc2ncnc(NC3CCCCC3C)c2c1C (stereo unspecified) | 13
O=C(c1cc[nH]c(=O)c1)N1CCOC2(CCCC2)C1 | 4
COc1c(C)cc(C(=O)N2CCN(c3ncccn3)CC2C(=O)O)cc1C (stereo unspecified) | -17
Cc1nc(C)c(C(=O)OCc2cc(-c3ccc4c(c3)OCCO4)on2)s1 | -9
CCc1nn2c(ncc3c(=O)n(NC(C)=O)ccc32)c1-c1ccc(Cl)cc1 | -13
CN(C)C(=O)N1CCC(C(=O)N2CCCC(Nc3ccc4c(c3)OCCO4)C2)CC1 (stereo unspecified) | -10
Cc1c(Nc2nnnc3c2cnn3-c2ccccc2)c(=O)n(-c2ccccc2)n1C | -4
CC1(C(=O)O)CCN1C(=O)c1ccc2sccc2c1 (stereo unspecified) | 2
O=C(CCc1ccccc1F)Nc1nnc(C2CC2)s1 | -11
COCCCN1CCCN(C(=O)NC(C)C)CC1 | -6
CC(C)C(=O)Nc1cccnc1-c1cccc2[nH]ccc12 | -30
Cc1nc2c(C(=O)N3CCCC(c4ccn[nH]4)C3)cccc2[nH]1 (stereo unspecified) | -14
Next section:
SMILES | mcGAS MS inh
Cc1ccc(-n2ncc3c(=O)n(NC(=O)COc4ccc(F)cc4)cnc32)cc1C | -6
COC(=O)c1c(C)[nH]c(C(=O)N(C)C(C)c2ccccc2)c1C (stereo unspecified) | 1
CC(C)=CCC/C(C)=C/CC/C(C)=C/CC/C(C)=C/CO | -9
COc1ccccc1N1CCN(C(=O)c2ccc(C(C)(C)C)cc2)CC1 | -1
Cc1cccc(C)c1NC(=O)C(c1ccccc1)N(C(=O)C1CCC(=O)N1)c1ccccc1 (stereo unspecified) | -7
COC(=O)Nc1cccc(C(=O)NCc2ncoc2-c2ccccc2)c1 | 7
Cc1nnsc1CN(C)Cc1c(-c2ccccc2)nc2ccccn12 | -8
COCCN(Cc1cnn(C)c1)c1nc(C)nc2sccc12 | -8
Cc1ccc(Nc2cc(C)nc(N3CCN(C(=O)C(C)C)CC3)n2)cc1 | -12
Cc1c(CN2CCC(CNS(=O)(=O)C3CC3)C2)oc2ccccc12 (stereo unspecified) | -3
CC(C)/C=C/C(=O)N1CCC(N2CCC(C(=O)NC3CC3)CC2)CC1 | -7&-5
O=C(COc1ccccc1)Nc1ccnn1Cc1ccc(Cl)cc1 | -3
CN(C(C1CC1)C1CC1)S(=O)(=O)c1cnn(-c2ccccc2)c1 | 3
Clc1cccc2c1CCC2NCc1cc(Br)c2c(c1)OCO2 (stereo unspecified) | -5
O=C(NCCNCCO)c1c(O)c2c([nH]c1=O)CCCC2 | -9
COc1ccc(C2CCCCCN2CC(=O)N2CCNC2=O)cc1 (stereo unspecified) | -12
CC(=O)N1CCCC(OCc2cccc(C(F)(F)F)c2)C1 (stereo unspecified) | -4
CCOC(=O)c1nn(-c2ccccc2C)c(=O)cc1OCC(=O)Nc1ccc(C)c(Cl)c1 | -3
O=C(c1cscn1)N1CC[C@@H](c2ccc3ccccc3c2)[C@H](O)C1 | -2
CC(C)Cn1c(CN2CCCC2c2ccccn2)cnc1S(C)(=O)=O (stereo unspecified) | -5
Cc1ccc(CN(C)C(=O)c2ccc(=O)[nH]n2)cc1 | 9
Cc1ccc(C(=O)OCc2cccc(S(=O)(=O)N3CCOCC3)c2)cc1O | 0
O=C(COc1ccc(F)cc1)N1CCCC(Cn2ccnc2)C1 (stereo unspecified) | -14
COc1ccccc1N1CCN(c2nc(Nc3ccccc3)c3nccnc3n2)CC1 | 9
Cc1ccccc1C(CC(=O)OCC1=CC[C@H]2C[C@@H]1C2(C)C)NC(N)=O (stereo partly specified) | -3

Taken from above:
Reading for `Cc1ccc(-n2ncc3c(=O)n(NC(=O)COc4ccc(F)cc4)cnc32)cc1C` under mcGAS MS inh: -6
Reading for `Cc1ccc(CN(C)C(=O)c2ccc(=O)[nH]n2)cc1` under mcGAS MS inh: 9
Reading for `CC(=O)N1CCCC(OCc2cccc(C(F)(F)F)c2)C1` (stereo unspecified) under mcGAS MS inh: -4
Reading for `CN(C(C1CC1)C1CC1)S(=O)(=O)c1cnn(-c2ccccc2)c1` under mcGAS MS inh: 3
Reading for `CC(C)/C=C/C(=O)N1CCC(N2CCC(C(=O)NC3CC3)CC2)CC1` under mcGAS MS inh: -7&-5

An excerpt of these results, comma-delimited:
molecule,mcGAS MS inh
COc1ccccc1N1CCN(c2nc(Nc3ccccc3)c3nccnc3n2)CC1,9
Cc1ccccc1C(CC(=O)OCC1=CC[C@H]2C[C@@H]1C2(C)C)NC(N)=O (stereo partly specified),-3

Following part.
SMILES | mcGAS MS inh
Brc1ccc(-c2csc(C3COc4ccccc4O3)n2)cc1 (stereo unspecified) | -2
Cc1ccc(NC(=O)c2cc(-c3cccs3)nc3ccccc23)cc1Cl | -9
O=C1N=c2ccc(Br)cc2=C1c1sc(=S)n(-c2ccc(Br)cc2)c1O | 5
CC(=O)/C=C\[C@@H]1[C@@]2(C)CCCC(C)(C)C2CC[C@@]1(C)O (stereo partly specified) | -4
CN(Cc1csc(-c2ncccn2)n1)c1ccc(C(C)(C)C)cc1 | -24
C[C@@H]1CN(Cc2cccc(C(=O)Nc3ccc4c(c3)CC(=O)N4)c2)[C@@H](C)CN1 | 5
CC1CN(c2ccc(Cl)cc2)c2nc3c(c(=O)n(CCCO)c(=O)n3C)n2C1 (stereo unspecified) | -7
CC(C(=O)Nc1cccc(NC(=O)CCc2ccccc2)c1)N1CCCC1=O (stereo unspecified) | -10
O=C(c1cccs1)N1CCN(Cn2cnc3ccc(Cl)cc3c2=O)CC1 | 1
CNC(=O)CN1C(=O)N(C)C2(CCC(C)CC2)C1=O (stereo unspecified) | 11
CCN(CC)C1CCN(C(=O)C(C)Oc2cccc(C(C)(C)C)c2)CC1 (stereo unspecified) | -15
COc1ccc(C(=O)C2CCCN(Cc3csc(C(C)=O)c3)C2)cc1OC (stereo unspecified) | 5
CC(C)NC(=O)C1(C)CCN1Cc1c(F)cccc1F (stereo unspecified) | -8
Cn1nnnc1SCCNC(=O)c1cnn2c1CCCC2 | -50
O=C(CCN1CCOC(C(F)(F)F)C1)Nc1nnc(C2CC2)s1 (stereo unspecified) | -23
N#CC(C(=N)Sc1ccc(N)cc1)c1ccccc1C(F)(F)F (stereo unspecified) | -3
O=C1NCCOc2cc3c(cc21)CCCC3 | -4
CCOc1ccc(-c2cc(NC3CCCC3)nc3[nH]ccc23)nn1 | 12
COC(=O)c1nc(C(=O)OC)c(C(=O)OC)nc1C(=O)OC | -5
CNCC(=O)NC(C)c1ccc(OC)c(F)c1 (stereo unspecified) | 3
O=S(=O)(NCc1nnc2ccccn12)c1ccc(F)cc1 | -6
O=S(=O)(c1ccc2c(c1)OCCO2)N1CCN(c2ccc(F)cc2)CC1 | -1
O=c1c2ccccc2ncn1CCOc1ccccc1F | -3
Cc1nc(C)c(CC(=O)O)c(=O)[nH]1 | -4
O=C(NC(Cc1ccccc1)c1nc(-c2ccco2)no1)c1ccco1 (stereo unspecified) | 3

Some of these compounds in order of their number in mcGAS MS inh, ascending.
SMILES | mcGAS MS inh
CC1CN(c2ccc(Cl)cc2)c2nc3c(c(=O)n(CCCO)c(=O)n3C)n2C1 (stereo unspecified) | -7
O=S(=O)(NCc1nnc2ccccn12)c1ccc(F)cc1 | -6
COC(=O)c1nc(C(=O)OC)c(C(=O)OC)nc1C(=O)OC | -5
Brc1ccc(-c2csc(C3COc4ccccc4O3)n2)cc1 (stereo unspecified) | -2

New compounds follow.
SMILES | mcGAS MS inh
N#Cc1ccc(NS(=O)(=O)c2ccc(F)cc2)cc1 | -5
COc1cc(C(=O)N2CCCC(CNS(=O)(=O)c3cccs3)C2)c2ccccc2n1 (stereo unspecified) | -10
CC(=O)C1=C(O)C(=O)OC1c1ccc(C(C)C)cc1 (stereo unspecified) | -11
O=S(=O)(Nc1nc2ccccc2nc1-[n+]1ccccc1)c1ccc(Cl)cc1 | 17
CN(CCCc1cnn(C)c1)C(=O)c1cnn2ccn(C)c12 | -17
CCCc1nc(C)c(CNC2CCN(C(=O)c3ccccc3)CC2)s1 | -8
Cn1nc([N+](=O)[O-])nc1Oc1ccccc1N | -26
COC(=O)c1c(NC(=O)c2c(-c3ccccc3)noc2C)sc2c1CCC2 | -4
Cc1ccccc1C(=O)NC1CCN(c2cc(C(F)(F)F)ccn2)CC1 | -3
Cc1noc(C)c1S(=O)(=O)N(Cc1ccc2c(c1)OCO2)C1CCCC1 | 1
Cc1noc(C)c1C(C)C(=O)N1CCC(NC(=O)c2ccccc2)CC1 (stereo unspecified) | 5
CN(Cc1ccno1)C(=O)c1ccccc1C1CCNC1 (stereo unspecified) | -10
Cc1ncc(CN(C)C(C)c2ccccn2)[nH]1 (stereo unspecified) | -19
Cc1cn2c3c(=O)n(Cc4ccc(F)cc4)c(=O)n(C)c3nc2n1CCN(C)C | 0
Cc1[nH]c2ccccc2c1SCC(=O)N1CCOCC1 | -9
Cc1cc(C)c(S(=O)(=O)N2CCC(C(=O)N3CCc4sccc4C3)CC2)c(C)c1 | -2
Cc1cccc(NC(=O)CSc2nnc(NC(=O)c3ccccc3I)s2)c1 | 5
O=C(O)CCC(=O)N(Cc1ccccc1)Cc1cn(-c2ccccc2)nc1-c1cccnc1 | -10
C=CCOC(=O)C1=C(C)NC(=O)NC1c1ccc(F)cc1 (stereo unspecified) | -9
CC1CN(c2ccc(NC(=O)C3CCCN(C(=O)C(C)(C)C)C3)cn2)CC(C)O1 (stereo unspecified) | 0
Cc1ncc(CNC(=O)N2CCC(C(C)C)CC2)s1 | -3
Cc1cnc(NC(C)Cc2cccnc2)nc1N(C)C (stereo unspecified) | -16
COc1cc(C)c([C@@H]2C[C@H](NC(C)=O)C[C@H](Cc3ccccc3)O2)cc1C | -10
CC(=O)Oc1c(-c2ccc(N)cc2)c(-c2ccc3c(c2)OCO3)nn1-c1cccc(C)c1 | -7
Cc1ccc(-c2noc(CSc3nnc(-c4ccco4)n3C)n2)cc1 | -16
(list continues)
SMILES | mcGAS MS inh
CCc1ncc(C(=O)N(Cc2cccnc2)Cc2cccnc2)cn1 | -12
COc1ccc(OC)c(C=NNC(=O)C(F)(F)C2(F)OC(F)(F)C(F)(F)C2(F)F)c1 (stereo unspecified) | -16
CCc1cccc(CC)c1NC(=O)c1cccc(N2CC(C(=O)O)CC2=O)c1 (stereo unspecified) | -5
COc1cc(CCNC(=O)CC(C)C)c([N+](=O)[O-])cc1OC | -5
CC(=O)c1ccc(NC(=O)CSc2nc(-c3ccccc3)nc3c2c(=O)n(C)c(=O)n3C)cc1 | 6
CC(=O)N1CCCc2cc(S(=O)(=O)Nc3ccc(S(=O)(=O)NC4CC4)cc3)ccc21 | 2
COc1cc2c(cc1OC)-c1nnc(-c3ccco3)n1C1(CCCC1)C2 | -12
Cc1nc2cc(Cl)ccc2cc1C(=O)NC(C)C | 0&5
Cc1ccc(OC2CCN(C(=O)C3CCC(=O)N(CCN4CCOCC4)C3)CC2)cc1 (stereo unspecified) | -7
Cc1ccc(NC(=O)C2CCN(C(=O)NC(C)C)CC2)c(Br)c1 | -1
Cc1cc(C)n(CC(C)Nc2ncc(C)c(N(C)C)n2)n1 (stereo unspecified) | -28
CNc1ccnc(-c2ccc(O)cc2)n1 | -2
Cc1ccc(S(=O)(=O)N2CCN(C(=O)Cn3nnc(-c4ccc(C(C)C)cc4)n3)CC2)cc1 | 4
CN(C)C(C)(C)CNC(=O)C1=NN(Cc2ccc(F)cc2)C(=O)CC1 | 1
Cc1c(NC(=O)c2cc(-c3cccs3)nc3c2cnn3C(C)C)cccc1[N+](=O)[O-] | -5
N#Cc1ccc(COc2ncc([N+](=O)[O-])cc2C#N)cc1 | 0
Cc1cc(O)c(C(c2cccc(Cl)c2)N2CCN(C)CC2)c(=O)n1Cc1cccnc1 (stereo unspecified) | -5
CC1(C(=O)NS(=O)(=O)c2ccc(C#N)cc2)CCN1C(=O)CC1CC1 (stereo unspecified) | -3
Cc1c(Br)c(C(F)(F)F)nn1CC(=O)NC(C)C1CC2CCC1C2 (stereo unspecified) | -9
CC(NC(=O)/C=C/c1cnccn1)c1cccc(N2CCCC2=O)c1 (stereo unspecified) | -6
O=C(NCc1cnc2c(c1)CCC2)c1cnnn1-c1ccccc1 | -5
O=C(O)c1ccccc1CN1CCCC(c2ccc(Cl)cc2)C1 (stereo unspecified) | -13
CCC(C)(NCC(=O)N(c1ccccc1)C(C)C)c1nc(C)cs1 (stereo unspecified) | 1
NC1CC(=O)N(CCc2cccc(Cl)c2)C1 (stereo unspecified) | -26
Cc1cnc(CNC(=O)c2cc(C3CC3)[nH]n2)cn1 | -23
CC(C)(C)c1cc(NC(=O)c2ccccc2)n(C2CCS(=O)(=O)C2)n1 (stereo unspecified) | -2
CNc1ccc(-c2ccc(S(C)(=O)=O)cc2)cn1 | -10

Exported with each value named: 4 of the compounds above
canonical_smiles: CNc1ccc(-c2ccc(S(C)(=O)=O)cc2)cn1
  mcGAS MS inh: -10

canonical_smiles: CC1(C(=O)NS(=O)(=O)c2ccc(C#N)cc2)CCN1C(=O)CC1CC1 (stereo unspecified)
  mcGAS MS inh: -3

canonical_smiles: CC(NC(=O)/C=C/c1cnccn1)c1cccc(N2CCCC2=O)c1 (stereo unspecified)
  mcGAS MS inh: -6

canonical_smiles: CCC(C)(NCC(=O)N(c1ccccc1)C(C)C)c1nc(C)cs1 (stereo unspecified)
  mcGAS MS inh: 1
